Assay outcomes: PubChem, National Center for Advancing Translational Sciences (NCATS)
TrxR1 substrate: qHTS Assay for Substrates of Mammalian Selenoprotein Thioredoxin Reductase 1 (TrxR1): qHTS | Thioredoxin reductase 1, cytoplasmic (Rattus norvegicus), O89049 | purified TrxR1 substrate turnover, NADPH consumption readout | Potency, µM (series often up to 114 µM), for the others: at the highest dose activity change, negative = substrate turnover | 390,000 tested, 0.01% active | AID 588456, 2011; further: on the % scale 0 is the no-effect control and ±100 the full control effect; nearly all actives have a fitted effect of over 50% in size
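Rat TrxR1, dispensed at 90 nM, was prereduced with 400 uM NADPH (final) for 5 min at ~22 deg C, then incubated with compound 15 min before 400 uM selenite. A first-read NADPH fluorescence drop versus no-compound background flagged substrates.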
RGS4 inhibitor: Inhibitors of Regulator of G Protein Signaling (RGS) 4: qHTS. Regulator of G-protein signaling 4 (Homo sapiens), P49798. Transcreener GDP fluorescence polarization, RGS4-accelerated GTP hydrolysis. Potency, µM (highest dose often 114 µM), without a hit: top-dose activity change, negative = inhibition, hits mostly inhibitors. 390,000 tested, 0.039% active. AID 504845, 2011; further: on the % scale 0 is the no-effect control and ±100 the full control effect; nearly all actives have a fitted effect of over 75% in size; some results filed as inactive show a strong effect at the top dose
Target sequence (P49798 whole entry, looked up): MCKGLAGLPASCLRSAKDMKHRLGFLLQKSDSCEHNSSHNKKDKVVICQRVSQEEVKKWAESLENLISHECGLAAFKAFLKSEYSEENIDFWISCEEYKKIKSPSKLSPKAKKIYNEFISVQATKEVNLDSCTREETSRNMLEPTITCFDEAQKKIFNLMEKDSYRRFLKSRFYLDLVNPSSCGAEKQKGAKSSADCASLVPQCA
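MLSMR compounds (23 nl, pin-transferred) preincubated 10 min at room temperature with a 500nM (2x) first reagent, then RGS4 at 900nM (2x) plus Transcreener GDP mix added; fluorescence polarization (620/688 nm) read before and after 90 min at 30 °C.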
TrxR1 inh: qHTS Assay for Inhibitors of Mammalian Selenoprotein Thioredoxin Reductase 1 (TrxR1): qHTS; Thioredoxin reductase 1, cytoplasmic (Rattus norvegicus), O89049; recombinant rTrxR1, NADPH fluorescence consumption, selenite substrate; Potency, µM (top dose mostly 114 µM), inactives show at the highest dose activity change, negative = inhibition, usual class: inhibitors; 390,000 tested, 1% active; further: on the % scale 0 is the no-effect control and ±100 the full control effect; nearly all actives have a fitted effect of over 65% in size
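Rat TrxR1 (90 nM in the dispensed reagent) was pre-reduced with 400 uM NADPH for 5 min at room temperature, then incubated with compound for 15 min. After 400 uM selenite was added, NADPH fluorescence (Ex 340/Em 450 nm) was followed for 8 min.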
Vif-A3F inh: qHTS for Inhibitors of Vif-A3F Interactions: qHTS | Potency, µM (series often up to 46.1 µM), for inactives: at the highest dose activity, negative = active | 390,000 tested, 0.2% active | HeLa A3F-eYFP + Vif (tagged APOBEC3F with the HIV-1 protein that degrades it), YFP fluorescence increase; further: % of control where 0% means no effect; nearly all actives have a fitted effect of over 65% in size
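HeLa cells stably expressing A3F-eYFP plus Vif, plated and incubated overnight at 37 deg C, then exposed to compounds overnight at 37 deg C. Blocked degradation read as raised yellow fluorescence (Ex 488/Em 500-530).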
mIDH1 inhibitor: qHTS for Inhibitors of mutant isocitrate dehydrogenase 1 (IDH1): qHTS | 390,000 tested, 0.093% active | Potency, µM (highest dose often 76.6 µM), without a hit: at the top dose activity change, negative = inhibition, hits mostly inhibitors | Isocitrate dehydrogenase [NADP] cytoplasmic (Homo sapiens), O75874 | AID 602179, 2012 | IDH1-R132H enzyme, NADPH consumption, diaphorase/resazurin fluorescence; further: on the % scale 0 is the no-effect control and ±100 the full control effect; nearly all actives have a fitted effect of over 65% in size
Target sequence (O75874 whole entry R132H, stated change not applied): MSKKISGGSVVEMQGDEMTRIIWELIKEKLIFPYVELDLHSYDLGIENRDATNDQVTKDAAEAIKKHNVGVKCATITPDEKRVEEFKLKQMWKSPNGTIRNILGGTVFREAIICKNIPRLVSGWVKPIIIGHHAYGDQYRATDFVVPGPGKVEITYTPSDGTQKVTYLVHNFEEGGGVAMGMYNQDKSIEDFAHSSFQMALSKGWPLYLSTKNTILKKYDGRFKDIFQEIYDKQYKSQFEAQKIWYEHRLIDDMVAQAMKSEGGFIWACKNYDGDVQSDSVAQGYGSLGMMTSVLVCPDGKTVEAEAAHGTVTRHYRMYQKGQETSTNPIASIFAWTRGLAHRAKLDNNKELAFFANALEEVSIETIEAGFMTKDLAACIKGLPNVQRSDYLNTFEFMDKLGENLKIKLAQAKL
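IDH1-R132H (0.5 ug/mL) preincubated 30 min with compound, then NADPH (0.016 mM) and alpha-KG (2 mM) added; 80 min at RT, pH 7.5. Remaining NADPH coupled via diaphorase/resazurin to fluorescence (540/590 nm); concentration-response curves normalized to no-enzyme control.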
ALOX12 inh: Primary qHTS assay for inhibitors of human arachidonate 12S-lipoxygenase (ALOX12): Round 2; Polyunsaturated fatty acid lipoxygenase ALOX12 (Homo sapiens), P18054; purified 12hLO, xylenol orange hydroperoxide absorbance; Potency, µM (series often up to 108 µM), without a hit: top-dose activity change, negative = inhibition, most hits filed as inhibitors; 580,000 tested, 1.1% active; AID 1671190, 2021; further: on the % scale 0 is the no-effect control and ±100 the full control effect
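Purified human 12hLO at 150 nM in 25 mM Hepes, 0.01% Triton X-100, pH 7.0, preincubated 15 min at room temperature with compound. Reaction started with 40 uM arachidonic acid, 30 min at room temperature. Hydroperoxide measured by Fe-xylenol orange, 573/405 nm absorbance ratio.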
Vif-APOBEC3G blk: qHTS for Inhibitors of Vif-A3G Interactions: qHTS | Potency, µM (titrated, usually from 46.1 µM), inactives show at the top dose activity, negative = active, usual class: inhibitors | 410,000 tested, 0.076% active | HeLa A3G-eYFP + Vif (tagged APOBEC3G with the HIV-1 protein that degrades it), YFP fluorescence, overnight | DNA dC->dU-editing enzyme APOBEC-3G (Homo sapiens), Q9HC16;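 further: on the % scale 0 is the no-effect control and ±100 the full control effect; nearly all actives have a fitted effect of over 60% in size; hits raise eYFP signal because A3G escapes Vif-driven loss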
Target sequence (Q9HC16 whole entry, looked up): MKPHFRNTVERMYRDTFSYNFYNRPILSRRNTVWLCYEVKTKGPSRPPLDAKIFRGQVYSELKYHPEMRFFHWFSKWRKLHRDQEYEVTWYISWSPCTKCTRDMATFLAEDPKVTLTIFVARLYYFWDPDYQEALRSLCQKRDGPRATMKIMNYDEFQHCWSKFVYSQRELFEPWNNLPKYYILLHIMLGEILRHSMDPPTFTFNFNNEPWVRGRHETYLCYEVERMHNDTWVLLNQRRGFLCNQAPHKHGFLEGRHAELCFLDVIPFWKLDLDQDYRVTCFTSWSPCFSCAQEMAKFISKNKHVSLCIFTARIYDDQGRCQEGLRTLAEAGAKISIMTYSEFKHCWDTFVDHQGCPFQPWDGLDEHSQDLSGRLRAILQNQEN
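Read-out is eYFP fluorescence (Ex 488/Em 500-530) from Vif-expressing HeLa A3G-eYFP cells; more signal means A3G escaped Vif-mediated degradation. Cells plated overnight, compound pinned in, incubated overnight at 37 deg C.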
USP1 inh: Inhibitors of USP1/UAF1: Primary Screen. AID 743255, 2014. recombinant USP1/UAF1, Ub-Rhodamine cleavage fluorescence. Ubiquitin carboxyl-terminal hydrolase 1 (Homo sapiens), O94782. 390,000 tested, 0.23% active. Potency, µM (series often up to 57.1 µM), for inactives: at the top dose activity change, negative = inhibition, most hits filed as inhibitors; further: on the % scale 0 is the no-effect control and ±100 the full control effect; nearly all actives have a fitted effect of over 60% in size; inactives centre near -12
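1 nM enzyme complex + cpd, 15 min RT; start with Ub-Rho 150nM final; kinetic fluorescence ex 480/em 540, 6 reads q60 s. Buffer 50mM HEPES pH 7.8, 0.5mM EDTA, 0.1 mg/ml BSA, 1mM TCEP, 0.01% Tween-20.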
RXFP1 ag: qHTS Assay for Agonists of the Relaxin Receptor RXFP1; Relaxin receptor 1 (Homo sapiens), Q9HBX9; Potency, µM (top dose mostly 57.5 µM), without a hit: top-dose activation, actives largely listed as activators; HEK293T-RXFP1 cAMP TR-FRET, 30 min; response scale: percent of porcine relaxin response, buffer zero; 370,000 tested, 0.3% active; further: on the % scale 0 is the no-effect control and ±100 the full control effect; nearly all actives have a fitted effect of over 60% in size; many of its hits are not listed in these tables
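cAMP rise read by TR-FRET after 30 min, 37C compound exposure (up to 58 uM) in RXFP1-transfected HEK293 cells with Ro 20174 present. EC50 from Hill-equation fits, with 29 nM porcine relaxin as 100% and buffer as basal.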
An asterisk follows results filed as active; i = inactive; u = inconclusive; x = no result given; & = joins results of further samples; [ ] = another dose, or the depositor's remark. The call rests on the fitted dose curve; in most records, active means well fitted curve in the direction sought with a large enough effect; inconclusive means small, poorly fitted or top-dose-only effect, or another doubt; inactive means no such curve, though single readings can be large; an effect the other way counts as inactive or inconclusive. Potency means the concentration at half of the fitted maximal effect. Not all compounds are listed; count on the stated rates, not on these rows.

structure	TrxR1 substrate	RGS4 inhibitor	TrxR1 inh	Vif-A3F inh	mIDH1 inhibitor	ALOX12 inh	Vif-APOBEC3G blk	USP1 inh	RXFP1 ag
CCOC(=O)/C(C#N)=C\c1cn(C)c2ccccc12	3%	-27%	17%[57.1 µM]	2%	3%	-19%	0%	-17%	-1.0%
Oc1ccc(NC(=S)Nc2ccccc2)cc1	16%[57.1 µM]	-19%&-16%	-7%[57.1 µM]	-1%&-18%	8%&-1%	-18%&2%	-8%&-1%	-14%&-12%	-1.3%&3.1%
COc1ccc(CC(=O)Nc2ccc3nc(Nc4ccc(OC)cc4)cc(C)c3c2)cc1	24%	-27%	u	-31%	33%[activator]	-13%	-15%	-27%	2.9%
C/C=C/COC(=O)c1[nH]c2c(c1C)C(=O)CC(c1ccc(N(C)C)cc1)C2 (stereo not given)	12%[57.1 µM]	-28%	22%[57.1 µM]	-12%	-5%	u	-18%	-14%	-0.2%
Cc1cc(N2CCCCC2)n2nc(C)c(-c3ccccc3)c2n1	11%	-21%	10%[57.1 µM]	3%	6%	9%	1%	-16%	-1.5%
Cc1cc(C)cc(NC(=O)C2CCN(c3cnccn3)CC2)c1	-3%	5%	12%	-3%	-2%	0%	2%	-12%	4.4%
OCC1(C2=NOC(O)(C(F)(F)F)C2)CCCCC1 (stereo not given)	1%	11%	10%	-4%	3%	-18%	-6%	-14%	0.2%
COc1cccc(CNC(C)(C)CO)c1OCc1ccc(Cl)cc1	4%	-7%	19%	-20%	-1%	-5%	2%	-17%	2.3%
O=S(=O)(c1cccc2cccnc12)N1CCCCC1	6%[57.1 µM]	-3%	6%[57.1 µM]	2%	5%	3%	-1%	u	-2.8%
Cc1c(C(=O)Nc2nccs2)oc2c(Cl)cccc12	4%[57.1 µM]	-19%	7%[57.1 µM]	-2%	-5%	16%	-5%	-22%	6.3%
Cc1cc(=O)oc2cc(OCCC[n+]3ccccc3)ccc12	14%	18%	11%	0%	0%	0%	1%	-8%	2.2%
O=C(Nc1nc(-c2cccs2)c(-c2cccs2)s1)C1(c2ccccc2)CC1	11%	18%	0%	-6%	-2%	-22%	2%	-3%	0.8%
O=C(CCCOc1ccc(Cl)cc1Cl)N/N=C/c1ccco1	7%[57.1 µM]	-7%	17%[57.1 µM]	5%	21%	u	-9%	-4%	-1.5%
Cc1ccc(S(=O)(=O)Nc2ccc(O)c3cccnc23)cc1	-4%	-26%	5%	-17%	24%	u	-29%	-4%	-1.6%
Cc1cccc(N2CCN(C(=O)c3ccc(NC(=O)c4nsc5ccccc45)cc3)CC2C)c1 (stereo not given)	4%[57.1 µM]	40%	27%[57.1 µM]	-1%	19%	-2%	0%	-20%	-3.3%
CNC(=S)N1CCN=C1Nc1nc(C)cc(C)n1	10%	-24%	19%	15%	3%	-1%	5%	-12%	5.7%
Cc1ccc(NC(=O)c2ccc(OC(=O)c3ccco3)cc2)cc1	13%	13%	30%	-3%	1%	-18%	-3%	-19%	0.6%
COC(=O)Nc1ccc2ccc3c(NC(=O)OC)ccc4ccc1c2c43	83%[activator]	3%	u	u	-2%	3%	u	-14%	x
c1cncc(CNc2ncnc3ccc(-c4ccoc4)cc23)c1	37%	6%	12%[57.1 µM]	1%	x	-1%&-2%	0%	x	4.5%&3.2%
CCOc1ccc(Br)cc1S(=O)(=O)N1CC(C)OC(C)C1 (stereo not given)	-5%	-17%	-1%	0%	2%	5%	1%	-13%	0.5%
Cc1c(O)ccc2c3c(c(=O)oc12)CCC(C)C3 (stereo not given)	21%[57.1 µM]	-15%	22%[57.1 µM]	-8%	-1%	0%	-10%	-8%	1.9%
CC1CCC(C(C)C)C(OC(=O)CSc2nnc(N)s2)C1 (stereo not given)	4%[57.1 µM]	-37%	8%[57.1 µM]	6%	-1%	4%	-2%	-21%	1.8%
CCCCc1c(O)nc(SCC(=O)N2CCOCC2)n(-c2ccc(C)cc2)c1=O	x	x	x	-2%	3%	-17%	1%	-6%	x
Cc1c(NC(=O)c2ccc(S(=O)(=O)N3CC(C)OC(C)C3)cc2)c(=O)n(-c2ccccc2)n1C (stereo not given)	10%	-16%	41%[activator]	-3%	-4%	-10%	-1%	-21%	-0.4%
CCC(C)N(CC(=O)Nc1cccc(C)c1C)C(=O)CCl (stereo not given)	0%[57.1 µM]	-6%	28µM*	-10%	-4%	x	-13%	5%	2.8%
CC(C)CNC(=O)/C=C/C(=O)O	11%	3%	42%[activator]	-2%	8%	-12%	-3%	-15%	0.0%&0.3%
Cc1ccccc1CNCc1cccnc1	13%	-3%	20%	-6%	8%	i	-1%	-6%	-1.8%
COC(=O)N/N=C/c1ccc(-c2cc(Cl)ccc2Cl)o1	-3%	12%	6%	-10%	2%	-10%	-14%	-4%	-2.8%
CN(c1ccc(C(=O)Nc2nccs2)cc1)S(=O)(=O)c1ccccc1	6%	18%	18%	-2%	11%	4%	1%	1%	1.2%
Cc1ccccc1C(=O)Nc1ccc(OCc2cc(=O)n3cccc(C)c3n2)cc1	2%[57.1 µM]	17%	12%[57.1 µM]	-1%	-11%	-10%	-1%	-11%	u

structure	TrxR1 substrate	RGS4 inhibitor	TrxR1 inh	Vif-A3F inh	mIDH1 inhibitor	ALOX12 inh	Vif-APOBEC3G blk	USP1 inh	RXFP1 ag
Cc1ccc(C(=O)N/C(=C\c2ccc(-c3ccccc3[N+](=O)[O-])o2)C(=O)NCCCN(C)C)cc1	-3%	8%	u	u	6%	1%	2%	28µM*	-0.6%
CCC(=O)Nc1ccc2c(c1)OCCO2	1%	-7%[56.9 µM]	10%	6%	5%	-23%	-1%	-13%	-5.4%
COC(=O)c1ccc(NC(=O)C2(S(=O)(=O)c3ccc(C)cc3)CC2)cc1	-2%	-9%	1%	1%	2%	-14%	2%	-13%	3.4%
N#C/C(=C\c1ccccc1)C(=O)N(c1ccccn1)C1CCCCC1	-18%	u	u	-3%	4%	-16%	0%	-9%	-1.5%
Cc1c2cnn(CC(=O)N3CCN(c4ccc(F)cc4)CC3)c(=O)c2c(C)n1Cc1ccc(F)cc1	1%	-14%	0%	0%	0%	2%	5%	-15%	-5.7%
CC(C)c1nnc(NC(=O)CCC(=O)NCCc2ccccc2)s1	-4%[57.1 µM]	-47%	8%[57.1 µM]	2%	3%	191%[activator]	0%	-3%	0.2%
Cc1ccc(S(=O)(=O)N(CC(=O)NCc2cccnc2)c2ccc(F)cc2)cc1	-17%	14%	-17%	-1%	0%	-17%	0%	-2%	0.7%
Cc1ccc(C)c(NC(=O)c2cc([N+](=O)[O-])cc([N+](=O)[O-])c2)c1	1%	-4%	19%	9%	-9%	-2%	-2%	-24%	-0.5%
O=c1c2c(C(F)(F)F)cc(C(F)(F)F)nc2[nH]n1-c1ccccc1	-12%	-15%	-10%	0%	6%	u	1%	-9%	-0.9%
CCC(CO)Oc1cc(NC(=O)c2ccccc2[N+](=O)[O-])c2ncn(C(C)C)c2c1 (stereo not given)	9%[57.1 µM]	-3%	3%[57.1 µM]	0%	-5%	-12%	-1%	-29%	x
COc1ccc(CNc2ncnc3nc[nH]c23)cc1	4%&-1%	-4%	7%&-1%	x	x	x	-1%	x	x
O=C(Cc1ccccc1)NCC(=O)N1CCN(c2ccccc2)CC1	8%	1%	14%	2%	-2%	x	0%	-23%	-1.9%
O=C(NCc1ccccc1Cl)C1=Cc2cc(Br)ccc2OC1	1%[57.1 µM]	-17%	3%[57.1 µM]	-13%	0%	-13%	0%	-4%	1.4%
O=C(COc1ccc(Cl)cc1)Nc1ccc2nc(SCC(=O)N3CCCC3)sc2c1	-8%	-6%	4%	0%	-5%	-21%	0%	u	4.3%
C/C(=C\C(=O)c1ccc(Br)cc1)NCc1ccc(C)cc1	-10%	-14%	-21%	-8%	1%	3%	0%	-22%	2.5%
